Bioassay records as filed in PubChem BioAssay.
ERAP1 inh – inhibitors of human ERAP1 aminopeptidase. 340,000 tested, 0.15% active. recombinant ERAP1, Leu-AMC fluorescence, 60 min. Q9NZ08. inhibition, % at 10.7 µM;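 active means mean replicate inhibition of at least 30%, or all replicates individually reaching that 30% level; inactive means mean below 30% and not every replicate reaching it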;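 further: 0% = neutral control wells and 100% = L-leucinethiol positive control wells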
Target sequence (Q9NZ08 whole entry, looked up): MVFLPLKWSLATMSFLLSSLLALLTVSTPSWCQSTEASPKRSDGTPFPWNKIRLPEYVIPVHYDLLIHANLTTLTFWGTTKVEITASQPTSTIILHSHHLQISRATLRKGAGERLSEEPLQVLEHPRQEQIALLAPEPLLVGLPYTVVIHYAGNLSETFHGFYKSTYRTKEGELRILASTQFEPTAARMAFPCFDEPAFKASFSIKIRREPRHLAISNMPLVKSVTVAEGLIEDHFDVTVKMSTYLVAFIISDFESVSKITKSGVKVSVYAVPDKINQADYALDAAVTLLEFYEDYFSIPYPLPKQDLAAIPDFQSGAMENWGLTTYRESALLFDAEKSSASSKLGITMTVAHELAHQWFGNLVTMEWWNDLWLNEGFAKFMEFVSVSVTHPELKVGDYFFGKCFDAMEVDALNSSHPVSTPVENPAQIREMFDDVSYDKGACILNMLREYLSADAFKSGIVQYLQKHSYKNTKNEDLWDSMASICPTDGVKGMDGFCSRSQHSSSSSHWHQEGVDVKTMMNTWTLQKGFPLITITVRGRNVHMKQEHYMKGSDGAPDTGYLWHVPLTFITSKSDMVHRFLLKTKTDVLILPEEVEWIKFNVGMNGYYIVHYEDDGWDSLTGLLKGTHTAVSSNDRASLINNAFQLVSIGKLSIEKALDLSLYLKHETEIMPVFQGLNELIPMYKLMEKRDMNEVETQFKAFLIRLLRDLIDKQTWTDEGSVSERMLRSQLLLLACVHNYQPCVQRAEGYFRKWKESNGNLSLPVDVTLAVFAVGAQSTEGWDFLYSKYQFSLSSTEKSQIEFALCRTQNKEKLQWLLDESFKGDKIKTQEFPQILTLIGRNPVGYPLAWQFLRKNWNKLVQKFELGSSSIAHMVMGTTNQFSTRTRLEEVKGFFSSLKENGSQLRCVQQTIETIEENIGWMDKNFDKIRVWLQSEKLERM
ERp5 block – inhibitors of human ERp5 | inhibition, % at 9.99 µM | Q15084 | ERp5 insulin aggregation, absorbance 650 nm, 90 min | AID 651711 | 350,000 tested, 0.05% active;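 active means mean replicate inhibition above about 25%, with every replicate also reaching it, limit read from the data, passing the limit was not always enough; inconclusive means only one of those two criteria met; inactive means neither criterion met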
S100A4 MyoIIA – S100A4-myosin IIA interaction inhibition; S100A4/TAMRA-MyoIIA peptide fluorescence polarization; P26447; inhibition, % at 10.7 µM; 360,000 tested, 0.14% active;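 active means mean inhibition of at least 70% across replicates, with every replicate also reaching that level; inconclusive means mean inhibition reaches 70% but some replicates fall short; inactive means mean inhibition below 70%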
Target sequence (P26447 whole entry, looked up): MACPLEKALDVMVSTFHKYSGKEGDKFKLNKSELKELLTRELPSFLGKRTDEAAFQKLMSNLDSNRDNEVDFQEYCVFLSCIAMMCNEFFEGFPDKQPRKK
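Test system – S100A4 monomer (human) · Compound – single-point compound testing · Schedule – 5 min incubation before reading · Probe or stimulus – TAMRA-labelled myosin IIA heavy-chain peptide probe, 5 nM · Benchmarks – neutral control DMSO, positive control TFP · Medium – Calcium-containing HEPES buffer, pH 7.2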
E-selectin induc – induces E-selectin expression in human endothelial cells | P16581 | HUVEC E-selectin immunofluorescence imaging; normalized: neutral wells 0, TNF-alpha wells 100 | activation, % at 7.58 µM | 260,000 tested, 0.37% active;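 active means mean E-selectin-positive cell signal at least 10% of the positive control, reached in at least 60% of replicates, without over 20% cell loss; inconclusive means no rule given, readout overlaps actives, possibly toxicity-flagged; inactive means the rest, including those meeting only one limit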;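 further: in these data hits start at about 27%; measured in HUVEC primary endothelial cells; signal is the percent of cells scored E-selectin positive by PE staining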
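Material: HUVEC primary endothelial cells; Amount: 3,000 cells per well; Dosing: single concentration; Medium: EGM-2 growth medium on 0.1% gelatin-coated wells; Read-out basis: percent E-selectin-positive cells; Signal: immunofluorescence imaging; Control set: TNF-alpha, DMSO.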
esBAF inh – inhibitors of esBAF chromatin remodeling in mouse ES cells; Bmi1-luciferase knock-in reporter, 24 h; 100% = twice the neutral-well signal; reporter increase, % at 12.5 µM; 350,000 tested, 2% active; AID 602393; in the data active means activation above about 40%; inconclusive means no clear call, values can overlap the other calls;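 further: 0% = median of the plate's neutral control wells and 100% = double that signal; a rise in the Bmi1 reporter signal indicates esBAF inhibition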
RAD52 inh – blocks human RAD52 DNA annealing. P43351. recombinant RAD52 DNA annealing, FRET fluorescence. inhibition, % at 18.7 µM. 360,000 tested, 0.46% active. AID 651710;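 active means every replicate showing at least 50% inhibition; inconclusive means mean inhibition at least 50% but not in every replicate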
XiGFP reactiv – X-chromosome reactivation activator | XiGFP mouse fibroblasts, % GFP-positive cells imaging, 3 d; cells co-treated with 5-aza-dC sensitizer; scaled so ellipticine positive control = 100% | AID 743238 | activation, % at 7.58 µM | 360,000 tested, 0.055% active;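 active means mean normalized replicate activation at least 10% and every replicate at or above 10%; inconclusive means only one of the two criteria met; inactive means mean below 10% and not all replicates reach 10%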;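 further: 0% = median of on-plate neutral control wells and 100% = ellipticine 6 µM median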
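Schedule: 3 d treatment, 15 min room-temperature fixation; system: 68-5-11 XiGFP fibroblast line; buffer or medium: DMEM plus 5-aza-dC sensitizer; control set: ellipticine 6 µM positive control; compound: one concentration, pinned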
RAD54 branch – RAD54 (human) branch migration inhibition. AID 602329. inhibition, % at 10.4 µM. RAD54 Holliday junction branch migration, FAM/BHQ fluorescence. 360,000 tested, 0.14% active. Q92698;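 active means mean normalized replicate activity at least 40 and at least half of replicates scoring 40 or more; inconclusive means only one of the two criteria met; inactive means mean below 40 and under half of replicates reaching 40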;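 further: 0% = median of neutral control wells and 100% = median of positive control wells; inhibitors cause a drop in the FAM fluorescence signal; in these data hits start at about 50%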
Starred values were filed as active, the others as inactive; u = inconclusive; x = not tested or not shown. Outcome played no part in choosing rows; any-hit rate near 2.5%.

structure	ERAP1 inh	ERp5 block	S100A4 MyoIIA	E-selectin induc	esBAF inh	RAD52 inh	XiGFP reactiv	RAD54 branch
CCC(C)n1c(SCC(=O)NC2CCS(=O)(=O)C2)nc2ccccc2c1=O (configuration not stated)	2	4	7	0.0	5	-3	0.1	0
C[C@H]1CN([C@@H](C)CO)C(=O)c2cc(C#CC3(O)CCCC3)cnc2O[C@@H]1CN(C)Cc1cncnc1	3	2	-6	-0.2	-7	9	0.1	-7
CC1(C)CC(NS(=O)(=O)c2ccc3ccccc3c2)CC(C)(C)N1	5	5	-12	x	-5	-1	0.1	3
CC(=O)NC(CC(C)C)C(=O)NC(Cc1ccccc1)C(=O)CCl (configuration not stated)	5	0	0	-1.8	x	-12	-0.2	x
O=C(Cn1ccc2ccccc2c1=O)NCC(=O)N1CCN(c2ccccc2F)CC1	-1	-1	-4	x	-9	-2	0.1	2
CC(=O)N1CCCc2cc(S(=O)(=O)N3CCCC(C(=O)NCc4ccccc4Cl)C3)ccc21 (configuration not stated)	1	0	-3	-0.1	7	-27	0.1	-2
COc1ccccc1C(=O)NCC(=O)OCCCOC(=O)CNC(=O)c1ccccc1OC	5	3	-6	0.8	-3	-4	-0.1	-6
C[C@H]1CN([C@@H](C)CO)S(=O)(=O)c2ccc(C#Cc3ccccc3)cc2O[C@@H]1CN(C)C(=O)Cc1ccccn1	-1	-6	2	1.1	4	-22	-1.1	-1
Cc1ccccc1C(=O)N1CCC(C(=O)Nc2ccccc2Cl)CC1	0	2	-3	x	3	3	0.1	-2
COc1cccc(/C=C2/SC(=S)N(CC(=O)Nc3nnc(C)s3)C2=O)c1	2	0	0	-0.3	0	-15	-0.2	10

Next results:
structure	ERAP1 inh	ERp5 block	S100A4 MyoIIA	E-selectin induc	esBAF inh	RAD52 inh	XiGFP reactiv	RAD54 branch
C=C(C)CNC(=S)NNC(=O)c1ccncc1	-1	0	-2	4.7	x	-8	0.0	x
COc1cccc(-c2sc3ccccc3c2-c2ccc(OCCN(C)C)cc2)c1	1	-1	0	0.1	-85	14	0.3	-5
CN(C(=S)Nc1ccc(F)cc1)C(c1ccccc1)c1ccccc1	2	1	0	x	-7	-4	0.0	-4
C[C@@H]1CCCCO[C@@H](CN(C)Cc2ccc3c(c2)OCO3)[C@H](C)CN([C@@H](C)CO)C(=O)c2cc(NC(=O)Nc3ccc4c(c3)OCO4)ccc2O1	-8	3	5	x	3	17	0.0	1
Cc1ccc(N(CC(=O)Nc2c(C)n(C)n(-c3ccccc3)c2=O)S(C)(=O)=O)c(C)c1	6	2	1	2.5	x	-3	0.1	x
CCOC(=O)CCC(NC(=O)CC(=O)NC(CCC(=O)OCC)C(=O)OCC)C(=O)OCC (configuration not stated)	-7	u	7	x	x	-10	0.5	x
NNS(=O)(=O)c1ccc(N2CCCC2=O)c([N+](=O)[O-])c1	2	5	-3	x	x	-14	0.0	x
Cc1ccc2c(CN(C)Cc3ccc(Cl)cc3)cc(=O)oc2c1	3	1	-1	0.3	11	-17	0.2	1
CN(CC(=O)Nc1ccccc1Cl)C(=O)c1ccccc1Sc1ccccc1C#N	-1	-11	-2	-2.0	8	0	-0.7	-5
C[C@@H]1CCCCO[C@H](CN(C)C(=O)CCC(F)(F)F)[C@@H](C)CN([C@H](C)CO)C(=O)c2cc(NC(=O)Nc3ccccc3)ccc2O1	-1	4	6	0.2	-3	11	0.3	4

Continued:
structure	ERAP1 inh	ERp5 block	S100A4 MyoIIA	E-selectin induc	esBAF inh	RAD52 inh	XiGFP reactiv	RAD54 branch
CCOc1ccc(CCNC(=O)CCNS(=O)(=O)c2ccc(Br)cc2)cc1OCC	4	2	-2	x	-9	-2	0.0	-3
N#Cc1ccccc1CSc1nnc(Cc2ccccc2)o1	-2	-5	-4	-0.3	x	-12	0.1	x
O=C(Nc1ccccc1)N[C@@H]1CC[C@@H](CCn2cc(-c3ccccc3F)nn2)O[C@@H]1CO	-4	1	5	0.4	x	-8	0.4	x
NCCC(=O)NCCc1cnc[nH]1	2	3	9	-0.2	5	27	0.0	-12
CS(=O)(=O)N(CC(=O)NCc1ccncc1)c1cc(Cl)ccc1Cl	2	-3	5	-0.1	x	-3	0.2	x
CCc1cc(CNC(=O)CC2C(=O)NCCN2Cc2c(F)cccc2Cl)on1 (configuration not stated)	-2	0	-4	x	-2	-3	0.0	-3
COC(=O)N[C@@H]1C[C@H]2[C@@H]3CC[C@H]4C[C@@H](OC)CC[C@]4(C)[C@H]3CC[C@@]12C	2	-1	-2	-0.2	7	4	-0.2	6
Clc1ccc(CN2CCN(c3ncccn3)CC2)cc1Cl	-3	1	-1	4.0	-7	-1	0.1	15
CCC(=O)Nc1ccc(-c2ccc(N3CCCCC3)nn2)cc1	2	3	-4	x	u	-15	0.2	8
O=C(Cn1cnc2c(OCc3ccccc3)ncnc21)N[C@H](CO)Cc1cc2ccccc2[nH]1	0	6	-5	-0.1	-4	-5	0.0	-4

New compounds follow.
structure	ERAP1 inh	ERp5 block	S100A4 MyoIIA	E-selectin induc	esBAF inh	RAD52 inh	XiGFP reactiv	RAD54 branch
COc1ccc(S(=O)(=O)NC(C(=O)OCC(=O)Nc2ccc(N3CCOCC3)cc2)C(C)C)cc1 (configuration not stated)	0	3	-3	-0.6	-4	6	0.1	6
CC(C)C(OC(=O)c1cccc(S(=O)(=O)NCC(F)(F)F)c1)C(=O)NC(N)=O (configuration not stated)	-7	0	8	u	-3	-14	0.1	7
CC(C)(C)n1nc(C2CC2)c(Br)c1NC(=O)c1ccccc1F	3	0	35	0.3	x	5	0.0	x
C[C@H](CO)N1C[C@H](C)[C@H](CN(C)Cc2cccc(F)c2)Oc2ncc(C3=CCCCC3)cc2C1=O	0	-4	-22	0.1	x	7	-0.1	x
O=C(C[C@H]1CC[C@H]2[C@@H](COC[C@@H](O)CN2Cc2cccc(C(F)(F)F)c2)O1)NCc1ccc(F)cc1	-1	21	3	1.0	3	5	0.0	-5
Cc1noc(C)c1-c1ccc(C(=O)Nc2ccccc2)c2occc12	0	-3	1	1.1	57*	-13	-0.1	-10
CCOC(=O)C1(C)CCCN(C(=O)c2ccc(C)c(F)c2)C1 (configuration not stated)	1	-1	-7	0.0	5	2	0.0	-5
COc1cccc(S(=O)(=O)N[C@H]2CC[C@@H](CCNC(=O)Cc3ccncc3)O[C@@H]2CO)c1	3	-10	-8	-0.3	-2	-42	0.7	3
CN(C(=O)COC(=O)c1cc2ccccc2cc1O)c1c(N)n(Cc2ccccc2)c(=O)[nH]c1=O	3	1	-5	-1.4	-12	-3	0.0	x
OCC1(CCOc2ccccc2)CCN(CC2=Cc3cc(Cl)ccc3OC2)CC1	2	7	3	1.6	x	-35	0.2	x

Additional structures follow:
structure	ERAP1 inh	ERp5 block	S100A4 MyoIIA	E-selectin induc	esBAF inh	RAD52 inh	XiGFP reactiv	RAD54 branch
O=[N+]([O-])c1cc2c(c(CSc3nnnn3-c3ccc(O)cc3)c1)OCOC2	-2	-2	-2	-0.3	5	-16	0.1	4
CC(=O)Nc1ccc(NC(=O)c2ccc(-c3ccnn3C)c3ccoc23)cc1	-1	0	-6	-0.1	-46	0	0.0	3
COc1cc(OC)c(CNS(=O)(=O)c2ccc(Br)cc2)c(OC)c1	0	1	6	x	x	20	x	x
CSc1ccc(CN(C)C(=O)CNC(=O)CNS(=O)(=O)c2ccc(C)c(C)c2)cc1	-3	1	-2	-0.1	-2	-1	0.1	-5
CCOC(=O)n1cnc2nc(N)nc(SC)c21	0	-5	-8	0.0	x	-11	0.2	x
C/C(=N/NC(=O)CN1CCN(Cc2ccccc2)CC1)c1ccc([N+](=O)[O-])cc1	4	2	17	-0.3	x	-8	-0.1	7
COc1ccc(C(=O)Nc2cc3c(oc2=O)CCCC3=O)cc1	-9	-6	8	x	x	-9	0.0	x
CC(C)C(=O)N1CCN(c2ccccc2NC(=O)c2cccc3ccccc23)CC1	0	2	0	x	-2	-9	-0.2	-10
CCOc1ccc(N2CC(C(=O)Nc3ccc(OC)c(S(=O)(=O)N4CCCCC4)c3)CC2=O)cc1 (configuration not stated)	0	2	-1	-1.3	0	-14	0.2	-2
Fc1ccc2cnc(C3=CCCCC3)cc2c1	0	-2	-3	1.3	u	-17	0.1	-2

The listing continues:
structure	ERAP1 inh	ERp5 block	S100A4 MyoIIA	E-selectin induc	esBAF inh	RAD52 inh	XiGFP reactiv	RAD54 branch
CN(C)c1ccc2c(c1)[C@H]1C[C@H](CC(=O)NCc3ccccn3)O[C@H](CO)[C@H]1O2	0	-3	26	0.1	2	-74	0.0	-20
COc1ccc(OCCOC(=O)C(C)NS(=O)(=O)c2ccc(NC(C)=O)cc2)cc1 (configuration not stated)	0	-6	3	-0.1	6	-11	0.0	9
COc1cccc(S(=O)(=O)N2[C@@H]3CNC[C@H]2C3c2ccc(-c3ccccc3F)cc2)c1 (some centres not stated)	1	0	-6	-0.1	x	13	0.0	x
COc1ccccc1NC(=O)c1ccc(S(=O)(=O)N2CCCC2)cc1	0	4	-1	1.8	1	-3	0.2	13
Cc1ccccc1NCN1C(=O)C2CCC(C)(C1=O)C2(C)C (configuration not stated)	0	1	-9	-0.5	3	-7	1.7	-4
C[C@H](O)C#Cc1ccc([C@H]2[C@@H](CO)N3CCCCN(CC4CCOCC4)C[C@H]23)cc1	-1	-2	-11	-0.5	x	3	0.1	3
CCOCCCn1c(=S)[nH]c2cc(C(=O)N3CCN(c4ccccc4)CC3)ccc2c1=O	1	0	-3	x	-4	-6	0.0	7
COc1cccc(OC)c1C(=O)Oc1ccc2c(c1)O/C(=C\c1ccncc1)C2=O	-4	1	-5	x	x	-9	0.1	-11
O=C(NCCOc1ccccc1)C1CCCCC1	4	-2	7	4.2	u	-8	-0.3	0
Cc1cccc(NC(=O)c2ncn3c2C(=O)NC[C@H]3C)c1	9	1	-5	-0.2	-6	2	-0.1	-8

(further entries)
structure	ERAP1 inh	ERp5 block	S100A4 MyoIIA	E-selectin induc	esBAF inh	RAD52 inh	XiGFP reactiv	RAD54 branch
Cc1cc(C(=O)COc2ccccc2C(N)=O)c(C)n1CC1CCCO1 (configuration not stated)	1	-2	-1	-1.0	-13	-6	-0.1	1
Cc1ccc(S(=O)(=O)N2CCN(CCOc3ccccc3)CC2)cc1	0	2	10	-0.3	x	-6	0.0	x
CCN1CCN(c2cc(C)c3cc(NC(=S)N4CCN(c5ccc(F)cc5)CC4)ccc3n2)CC1	-6	3	-1	x	-43	-7	-0.2	-5
Cc1ccc(Sc2ccc(C(=O)N3CCOCC3)cc2[N+](=O)[O-])cc1	-3	-3	0	3.4	-4	-1	0.0	-3
CC(=O)Nc1cc2nc(C)n(Cc3ccccc3)c2nc1C	-2	1	-8	-0.1	1	-19	0.1	5
O=C(C[C@H]1CC[C@H](NC(=O)Nc2cc(F)ccc2F)[C@@H](CO)O1)NCCCN1CCOCC1	2	5	13	0.5	0	-10	0.5	1
CCOCCn1c(N2CCN(c3ccccc3)CC2)nc2c1c(=O)[nH]c(=O)n2C	3	-1	-2	1.9	x	-8	0.0	x
COc1cccc(NC(=O)N2C[C@H](O)COC[C@H]3O[C@@H](CC(=O)NC4CCCC4)CC[C@@H]32)c1	-3	-7	-2	0.2	3	8	-0.2	8
